Screening data as filed in PubChem.
Epigenetic reg: epigenetic control regulation, reporter derepression; Potency, µM (titrated, usually from 53.9 µM), without a hit: at the top dose GFP activation, hits mostly activators; actives 0.2% (n = 280,000); murine LDR cells, GFP reporter derepression, 30 h; note: % of control where 0% means no effect; nearly all actives have a fitted effect of over 60% in size
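Reporter derepression read as number of fluorescent GFP-positive objects, 20-120 um in size, counted by laser-scanning cytometer. Mouse LDR line with an epigenetically silenced CMV-GFP locus; compound incubation 30 h, 37 C.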
SMN2 splice enh: SMN2 splice variant enhancement; HEK293 SMN2-luciferase splicing reporter, luminescence, 30-36 h; Potency, µM (top dose mostly 46.1 µM), inactives show at the top dose activity change, positive = activation, hits mostly activators; actives 2.8% (n = 210,000); AID 1458; note: % of control where 0% means no effect; nearly all actives have a fitted effect of over 55% in size
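HEK293 cells carry an SMN2 […]–luciferase reporter in which exon 7 inclusion puts luciferase in frame. Cells were plated 10-12 h before compound addition, then incubated 30-36 h at 37C. ONE-Glo luminescence was read; sodium butyrate at 4.5 mM final served as control.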
NPSR antagonist: blocks cAMP signaling of the human neuropeptide S receptor; CHO-NPSR cells, cAMP TR-FRET, antagonist mode; actives 1% (n = 220,000); Potency, µM (top dose mostly 38.3 µM), for the others: at the highest dose activity change, negative = inhibition, usual class: inhibitors; Q6W5P4; note: % is set by controls: 0 for no effect and ±100 for the full control effect; nearly all actives have a fitted effect of over 50% in size; many of its hits are not listed in these tables
Target sequence (Q6W5P4 whole entry, looked up): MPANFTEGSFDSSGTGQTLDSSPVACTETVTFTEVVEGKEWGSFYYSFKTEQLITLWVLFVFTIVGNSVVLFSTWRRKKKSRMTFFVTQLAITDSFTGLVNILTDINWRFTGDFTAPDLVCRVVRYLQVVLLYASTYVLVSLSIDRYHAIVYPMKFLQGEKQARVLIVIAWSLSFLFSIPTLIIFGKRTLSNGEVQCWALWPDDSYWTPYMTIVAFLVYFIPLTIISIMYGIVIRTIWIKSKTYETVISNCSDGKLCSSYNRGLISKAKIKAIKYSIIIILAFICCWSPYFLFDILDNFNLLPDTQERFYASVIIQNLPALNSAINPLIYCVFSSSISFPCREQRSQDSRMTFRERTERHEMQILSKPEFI
IMPase Li cell: IMPase inhibition in cells with lithium potentiation; CHO-M1 cells, IP1 TR-FRET (IP-One), carbachol + lithium; AID 1457; actives 0.35% (n = 210,000); Potency, µM (highest dose often 59.4 µM), inactives show top-dose activity, negative = IMPase inhibition, actives largely listed as inhibitors;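 note: IP1 builds up when IMPase is blocked and the TR-FRET signal falls; plate controls were basal vehicle for no effect and high inhibitor control for full effect; nearly all actives have a fitted effect of over 50% in size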
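Lithium-sensitised IP1 accumulation assay; M1-expressing CHO cells treated 30 min at 37C with compound. Competitive antibody detection by time-resolved FRET followed a 10 min room-temperature lysis step.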
KDM4E inh: blocks human JMJD2E demethylase activity; JMJD2E catalytic domain, FDH-coupled NADH fluorescence (FDH is formaldehyde dehydrogenase); actives 1.6% (n = 230,000); AID 2147; B2RXH2; Potency, µM (series often up to 57.1 µM), inactives show top-dose activity change, negative = inhibition, usual class: inhibitors; active = well fitted inhibition curve with a large enough effect, not every such curve was filed as active; inconclusive = small, poorly fitted or top-dose-only effect, or another doubt; inactive = no such curve, though single readings can be large or run the other way;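 note: 0% = wells with enzyme and -100% = buffer wells without enzyme; nearly all actives have a fitted effect of over 50% in size; many of its hits are not listed in these tables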
RGS12 GoLoco inh: blocks human Gai1 binding to RGS12 GoLoco peptide, red readout | P63096 | Gai1:RGS12 GoLoco peptide FP, rhodamine, 10 min | Potency, µM (series often up to 61.6 µM), for the others: top-dose activity, negative = inhibition, most hits filed as inhibitors | actives 0.44% (n = 230,000); active = well fitted inhibition curve with a large enough effect, not every such curve was filed as active; inactive = no such curve, though single readings can be large or run the other way; note: % is set by controls: 0 for no effect and ±100 for the full control effect; nearly all actives have a fitted effect of over 30% in size; many of its hits are not listed in these tables
RECQ1 inh: inhibitors of human RECQ1 DNA helicase | RECQ1 DNA unwinding, red fluorescence kinetic read | Potency, µM (doses to about 57.3 µM), for inactives: top-dose activity, negative = inhibition, usual class: inhibitors | actives 0.54% (n = 240,000);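 note: plate controls were vehicle for no effect and no enzyme for full effect; nearly all actives have a fitted effect of over 30% in size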
Target sequence (P46063 whole entry, looked up): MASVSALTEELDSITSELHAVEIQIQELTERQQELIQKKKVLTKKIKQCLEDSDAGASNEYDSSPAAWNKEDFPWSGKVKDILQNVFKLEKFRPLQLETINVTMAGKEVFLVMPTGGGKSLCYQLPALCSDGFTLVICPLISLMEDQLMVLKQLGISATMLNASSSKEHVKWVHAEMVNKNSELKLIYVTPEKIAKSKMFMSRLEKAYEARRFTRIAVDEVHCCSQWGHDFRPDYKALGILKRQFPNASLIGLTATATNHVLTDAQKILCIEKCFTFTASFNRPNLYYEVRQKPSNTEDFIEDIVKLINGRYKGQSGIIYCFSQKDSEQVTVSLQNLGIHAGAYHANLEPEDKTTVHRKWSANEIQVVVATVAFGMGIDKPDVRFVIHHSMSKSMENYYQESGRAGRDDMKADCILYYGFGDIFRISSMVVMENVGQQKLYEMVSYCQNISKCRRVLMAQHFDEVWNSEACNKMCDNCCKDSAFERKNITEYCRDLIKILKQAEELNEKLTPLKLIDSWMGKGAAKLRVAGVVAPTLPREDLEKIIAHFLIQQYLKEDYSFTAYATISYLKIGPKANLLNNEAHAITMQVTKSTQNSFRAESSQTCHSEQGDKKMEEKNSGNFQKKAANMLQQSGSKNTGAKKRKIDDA
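RECQ1T1 50 nM; forked duplex (20 bp + 30-nt ss tails) 200 nM, ATP 2 mM final; pH 8.0, 2 mM MgCl2, 2.5 ug/ml poly(dI-dC); 15 min compound preincubation; discontinuous kinetic read over 2 h at RT.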
Luc counter: blocks Kinase-Glo luciferase, a counter-screen artifact; Q27757; AID 1379; actives 0.28% (n = 200,000); Kinase-Glo luciferase, ATP luminescence, 8 min; Potency, µM (titrated, usually from 38.3 µM), for the others: at the top dose activity change, negative = inhibition, actives largely listed as inhibitors; note: % is set by controls: 0 for no effect and ±100 for the full control effect; nearly all actives have a fitted effect of over 60% in size
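Compound is pinned into ATP-containing buffer (10 uM ATP, imidazole pH 7.2, 7 mM MgCl2). Kinase-Glo luciferase reagent is then added. Light output is recorded following an 8-min room-temperature incubation.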
The depositor's hits bear a star; i = inactive; ? = inconclusive; . = no result given; [ ] = another dose, or the depositor's remark. Unless noted, calls come from the whole dose curve; as a rule, active = well fitted curve in the direction sought with a large enough effect; inconclusive = small, poorly fitted or top-dose-only effect, or another doubt; inactive = no such curve, though single readings can be large; an effect the other way counts as inactive or inconclusive. Potency is the fitted concentration of half-maximal effect.

compound,Epigenetic reg,Luc counter,SMN2 splice enh,RECQ1 inh,NPSR antagonist,IMPase Li cell,RGS12 GoLoco inh,KDM4E inh
CC1(C)C(=O)C2(CCCCC2)C(=O)OC1C(=O)c1ccccc1 (stereo unspecified),-0.9%,-2%,-8%,-8%,-4%,3%,-7%,-1%
Cc1ccc(NC(=O)c2ccccc2-c2ccccc2C(=O)O)cc1,2.4%,1%,5%,-12%,-4%,0%,-5%,-5%
O=C(CCCc1ccccc1)Nc1ccc2c(c1)OCCO2,-0.1%,1%,6.3µM*,8%,-9%,0%,5%,-1%
C/C(=C\C(=O)c1cccnc1)Nc1ccc(C)c(C)c1,0.0%,8%,23%,i,-7%[46.1 µM],-7%[38.3 µM],4%,-13%
Cc1ccc(OCc2csc(N)n2)cc1,0.7%,-4%,13µM*,-1%,19%,-8%,-7%,-3%
N#CCSc1nc2c(cc1C#N)CCCCCC2,0.8%,1%,17%,-12%,-1%[46.1 µM],33%[activator][38.3 µM],8%,?
CC1(C)SC(=S)N(/N=C/c2cccnc2)C1N(O)C(=O)Nc1ccccc1 (stereo unspecified),-4.0%,.,.,-4%,3%,.,-1%,-3%
CCOc1cc(-n2cnnn2)c(OCC)cc1NC(=O)c1cnccn1,0.0%,20%,20%,i,-1%[46.1 µM],30%[activator][38.3 µM],-7%,-8%
Cc1cc(C)n2c(Nc3ccc4c(c3)OCCO4)c(-c3ccco3)nc2n1,-0.7%,-5%,-52%[inhibitor],-6%,-26%[46.1 µM],11%[38.3 µM],-1%,5%
NNC(=O)CS(=O)(=O)Nc1ncccn1,.,-13%[7.66 µM],-8%[9.22 µM],.,.,-8%,2%[14.2 µM],.
Cc1n(N)c2ccccc2[n+]1CC(=O)c1ccccc1,2.4%,-5%,-12%,8%,-14%,8%,16%,-15%
CCC/C=C/C(C)O (stereo unspecified),-1.1%,3%,-6%,-4%,.,4%,-5%,11%
CCCS(=O)(=O)c1cscc1NC(=O)c1c(-c2c(F)cccc2Cl)noc1C,-0.3%,.,.,-10%,16%[7.67 µM],.,16%,-7%
COc1ccc(N(C(=O)CNC(=O)c2cccs2)C(C(=O)NCC2CCCO2)c2ccccc2)cc1 (stereo unspecified),0.0%,1%,.,i,6%,-1%,12%,-10%
O=c1c2cccc3c2c(nn1CN1CCOCC1)-c1ccccc1-3,0.8%,1%,-12%,-10%,5%[46.1 µM],-3%[38.3 µM],-6%,?
COC(=O)CCC(=O)N1CN2CN(C(=O)CCC(=O)OC)CC([N+](=O)[O-])(C2)C1,-1.0%,.,.,-2%,15%,.,-4%,0%
CC1=NN(c2ccccc2)C(=O)/C1=C/C=C/C=C/N(C)C,2.0%,?,-50%[inhibitor],?,-45%,38%[activator],241%[activator],?
CCOc1ccc(-n2c(C)nc3cc(C(=O)NCc4ccco4)ccc32)cc1,-1.2%,-1%,5%,i,-22%[46.1 µM],-3%[38.3 µM],3%,4%
CCCCOCC(O)Cn1c(C)nc2ccccc21 (stereo unspecified),2.0%,1%,-31%[inhibitor],i,9%[7.67 µM],0%[38.3 µM],-6%,?
COCCn1c(C(C)C)nc2sc3ccccc3c(=O)c2c1=O,-1.9%,5%,-7%,-7%,-14%[46.1 µM],-9%[38.3 µM],7%,2%
COc1ccc(Br)cc1CN(C)CC(=O)Nc1cc([N+](=O)[O-])ccc1OC,1.0%,2%,-9%,-5%,-29%[46.1 µM],17%,34%[activator],0%
CC(=O)NC(c1ccc(F)cc1)c1cccnc1 (stereo unspecified),-1.0%,-2%,9%,0%,-5%[46.1 µM],-8%,-1%,-4%
COc1ccc(C2CC(c3ccc(C)cc3)Nc3ncnn32)cc1 (stereo unspecified),0.0%,1%,-8%,-20%,-8%[46.1 µM],14%[38.3 µM],-10%,-2%
CCSc1nnc(-c2ccc(Cl)cc2)c2ccccc12,-2.3%,6%,-12%,-6%,-29%[46.1 µM],2%[38.3 µM],1%,10%
COc1ccccc1-n1cnc2cc(NCc3ccccn3)ccc21,1.6%,1%,11%,-2%,-16%[46.1 µM],13%[38.3 µM],6%,-6%
Cc1ccc([N+](=O)[O-])cc1NC(=O)CN(C(=O)c1ccccc1Cl)C1CCCCC1,1.1%,0%,-13%,-1%,-50%,4%,-1%,1%
Cc1ccccc1Cn1c(=O)n(CCCC(=O)NCc2ccco2)c(=O)c2sccc21,-0.9%,16%,-6%,-5%,-3%[46.1 µM],30%[38.3 µM],10%,-7%
O=c1cc(-c2ccc(C3CCCCC3)cc2)[nH][nH]1,-0.6%,-1%,9%,i,3%,6%,8%,0%
CN(C)c1ccc(N=Nc2ccccc2C(=O)OCC(=O)N2CCCC2)cc1,0.0%,1%,?,-6%,-25%[46.1 µM],9%,8%,1%
COc1c(C)cc(C(=O)C2CCCN(C(=O)c3cc4nc(C)cc(C)n4n3)C2)cc1C (stereo unspecified),5.3%,1%,.,-5%,16%,8%,2%,3%
O=C(O)c1ccc(/C=N/NC(=O)c2ccc(NS(=O)(=O)c3cccs3)cc2)cc1,0.2%,.,.,2%,-4%,.,8%,-16%
COc1ccc(NC(=O)C2CCCN(S(=O)(=O)c3ccc(C)cc3)C2)cc1OC (stereo unspecified),1.0%,1%,-17%,-7%,-9%[46.1 µM],-3%,-7%,-3%
COc1ccccc1/C=C1\NC(=S)N(CC2CCCO2)C1=O (stereo unspecified),2.1%,-2%,-1%,0%,-10%[46.1 µM],84%[activator][38.3 µM],2%,3%
CC(C)C(NC(=O)OCc1ccccc1)C(=O)O (stereo unspecified),-0.9%,-1%,-5%,-7%,-2%[46.1 µM],-12%[38.3 µM],9%,5%
O=c1c2cc(-c3ccccc3)sc2nc2n1N=C(c1cccs1)CS2,15%,.,.,-5%,12%,.,11%,?
CC(C)C(=O)NCCc1nc2ccccc2n1CCOc1ccccc1,-1.0%,5%,11%,-2%,10%,1%,-3%,3%
O=C(CCC(=O)c1ccc(Br)cc1)Nc1cccnc1,-2.3%,1%,-1%,i,-8%,1%,10%,0%
CCCN(CCC)CCNC(=S)Nc1ccc2nc3n(c(=O)c2c1)CCCCC3,-1.1%,-5%,-15%,-2%,17%,7%,5%,0%
O=C(O)c1ccc(CS(=O)c2cccc(C(F)(F)F)c2)o1 (stereo unspecified),-1.1%,0%,-60%[inhibitor],-4%,-8%[46.1 µM],19%[38.3 µM],4%,-8%
Cc1ccc(S(=O)(=O)/N=C(\c2ccccc2)N(C)S(=O)(=O)c2ccccc2)cc1,-0.9%,6%,-6%,i,-7%,7%,-5%,?
Cc1cc(Cl)ccc1OCCCC(=O)NCCCn1ccnc1,11%,2%,0%,i,3%,7%,6%,10%
Cc1c(NC(=O)c2cc(CC(C)C)on2)c(=O)n(-c2ccccc2)n1C,5.6%,15%,-17%,-7%,-9%[46.1 µM],4%[38.3 µM],4%,-6%
Cc1ccc(C)c(OCc2nnc(SCC(=O)NC(=O)NCc3ccco3)o2)c1,-0.4%,.,.,i,7%,7%,3%,-4%
CCOC(=O)c1c(C)[nH]c(C)c1C(=O)COC(=O)c1c(OC)cccc1OC,-3.4%,-1%,17%,-2%,8%,2%,210%[activator],8%
CCN(CC)S(=O)(=O)c1ccc(C)c(NC(=O)c2cc(C)oc2C)c1,3.0%,-1%,-4%,-5%,-10%,9%,1%,0%
COc1cc(NC(=O)CN2C(=O)c3ccccc3C2=O)c(C(=O)O)cc1OC,5.1%,.,.,-4%,-5%[46.1 µM],.,.,-3%
CC1CCN(S(=O)(=O)c2ccc(C(=O)N3CCN(c4ccccc4F)CC3)cc2)CC1,1.7%,0%,.,i,23%,15%,8%,2%
O=c1cc(COc2ccc(Cl)c(Cl)c2)nc2sccn12,1.1%,.,.,-1%,18%,.,9%,-7%
c1ccc(N=P(c2nc3ccccc3o2)(N2CCOCC2)N2CCOCC2)cc1,0.0%,-4%,22%,-17%,0%[46.1 µM],5%,0%,-5%
Oc1c(Br)cc(Cl)cc1C=Nc1ccc(N2CCOCC2)cc1,-0.6%,-6%,.,i,13%,-18%,217%[activator],6%
Cc1ccc(N(C)C(=O)N2CCN(c3ccccn3)CC2)cc1,0.0%,5%,29%,-7%,-12%[46.1 µM],33%[38.3 µM],0%,?
N#Cc1ccccc1CSc1nc2ccsc2c(=O)n1Cc1ccccn1,3.0%,-1%,?,-3%,10%,7%,2%,11%
Cc1cc(N2CCN(C)CC2)nc2ccc(NC(=S)N3CCCCC3)cc12,-3.2%,1%,?,?,-9%,-2%,-2%,?
COc1ccc(C(=O)CC(Nc2ccc([N+](=O)[O-])cc2)c2ccc(Cl)cc2)cc1 (stereo unspecified),0.6%,4%,6%,-9%,?,10%,4%,-6%
Cc1cc(C(=O)N/N=C/C=C/c2ccccc2)c(C)o1,0.0%,-1%,-6%,-9%,-19%,0%,0%,-1%
CCn1cc(CCC(=O)O)c(C)n1,2.9%,0%,5%,-12%,12%,3%,-6%,-3%
CCc1cccc(OCCCN2C(=O)NC(C)(C)C2=O)c1,-2.5%,-2%,-21%,-1%,-4%[46.1 µM],31%[activator][38.3 µM],2%,-1%

Some of the compounds tested (hit frequency here may not be typical).
